AHR activator: activates the human aryl hydrocarbon receptor; P35869; AHR-responsive luciferase reporter cells, luminescence; activation, % at 5 µM; 2.5% of 320,000 active; in the data active = activation above about 47%;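 also: 0% = vehicle wells and 100% = reference agonist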
Target sequence (P35869 whole entry, looked up): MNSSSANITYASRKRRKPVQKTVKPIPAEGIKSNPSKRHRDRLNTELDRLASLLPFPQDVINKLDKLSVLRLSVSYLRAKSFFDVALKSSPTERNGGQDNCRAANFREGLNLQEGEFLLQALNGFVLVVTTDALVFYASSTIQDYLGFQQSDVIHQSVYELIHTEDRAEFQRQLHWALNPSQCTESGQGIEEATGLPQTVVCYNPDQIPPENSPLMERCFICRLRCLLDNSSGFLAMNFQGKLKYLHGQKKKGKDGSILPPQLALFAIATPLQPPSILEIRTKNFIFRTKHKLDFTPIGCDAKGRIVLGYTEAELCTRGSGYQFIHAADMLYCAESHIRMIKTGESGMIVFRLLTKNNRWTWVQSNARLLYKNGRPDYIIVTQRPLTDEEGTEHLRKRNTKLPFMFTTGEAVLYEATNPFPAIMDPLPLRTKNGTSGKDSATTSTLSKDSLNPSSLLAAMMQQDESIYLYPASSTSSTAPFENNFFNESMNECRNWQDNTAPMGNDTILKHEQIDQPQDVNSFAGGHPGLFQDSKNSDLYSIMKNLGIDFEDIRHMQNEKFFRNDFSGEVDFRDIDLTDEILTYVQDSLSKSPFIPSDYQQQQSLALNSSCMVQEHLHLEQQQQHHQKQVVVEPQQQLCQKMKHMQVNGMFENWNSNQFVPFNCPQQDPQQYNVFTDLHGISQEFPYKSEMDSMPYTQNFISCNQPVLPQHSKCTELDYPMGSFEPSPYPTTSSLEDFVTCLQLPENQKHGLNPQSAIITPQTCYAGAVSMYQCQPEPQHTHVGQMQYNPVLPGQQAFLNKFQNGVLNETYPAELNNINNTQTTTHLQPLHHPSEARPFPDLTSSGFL
MEP2 TOR yeast: yeast TOR pathway MEP2-GFP modulation. S. cerevisiae MEP2-GFP strain, flow cytometry GFP, 3 h; 100% = DMSO control level. GFP response vs DMSO, % at 10 µM. 0.51% of 330,000 active;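 active = GFP response versus DMSO above a set limit, roughly screen mean plus 3 SD, cut at about 180% in these data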;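 also: median GFP fluorescence of the barcode-gated MEP2-GFP cells per well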
CIT2-GFP yeast: alters CIT2-GFP fluorescence in TOR pathway yeast screen. GFP response vs DMSO, % at 10 µM. 0.065% of 320,000 active. S. cerevisiae CIT2-GFP strain, flow cytometry, 3 h; 100 means same as DMSO wells;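 active = GFP response relative to DMSO above a set limit, near the screen mean plus 3 SD, cut at about 150% in these data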;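 also: ratio of well median GFP fluorescence to mean of DMSO wells on the plate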
LAP4 TOR yeast: alters LAP4-GFP fluorescence in TOR pathway yeast screen; GFP response vs DMSO, % at 10 µM; AID 2023; S. cerevisiae LAP4-GFP multiplex, flow cytometry GFP, 3 h; median GFP as percent of DMSO wells; 0.34% of 320,000 active;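 active = GFP response vs DMSO above a set limit, about the screen mean plus 3 SD, cut at about 150% in these data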
Efflux pump mplx: inhibitors of Candida antifungal efflux pumps expressed in yeast | inhibition, % at 10 µM | AID 485275 | 0.44% of 330,000 active | S. cerevisiae Candida pump triplex, Nile Red efflux;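 active = plate passing quality check with inhibition over a set limit, or well fluorescence over plate mean plus 4 SD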;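 also: Nile Red retained in pooled yeast measured as flow cytometry median fluorescence; 0% = buffer negative control and 100% = Enniatin B positive control; higher means more Nile Red kept so more efflux inhibition; some compounds called inactive have numbers as strong as hits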
AGP1-GFP MLPCN: alters AGP1-GFP fluorescence in TOR pathway yeast screen; S. cerevisiae AGP1-GFP multiplex flow cytometry, 3 h; GFP as percent of DMSO wells; GFP response vs DMSO, % at 10 µM; 0.02% of 320,000 active; AID 2066;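 active = GFP response relative to DMSO above a set limit, near screen average plus 3 SD, cut at about 150% in these data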;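 also: median GFP channel fluorescence of the gated AGP1 strain per well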
Yeast superoxide: yeast age-related superoxide inhibition as caloric restriction mimetic; S. cerevisiae aged cells, superoxide DHE fluorescence; hits give low values; superoxide response (% of plate mean), % at 10 µM; 0.18% of 330,000 active;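 active = superoxide response under a set limit, about three screen SD below normal, cut at about 65% in these data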;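 also: yeast aged for seven days with compound at 30 °C before DHE staining; 100% = average MFI of all compound-treated wells on the plate with controls excluded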
RPL19A TOR yeast: yeast TOR pathway RPL19A-GFP modulation | S. cerevisiae RPL19A-GFP strain, flow cytometry, 3 h; hits give low values | percent response vs DMSO, % at 10 µM | 0.3% of 330,000 active;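 active = percent response vs DMSO below 50%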;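 also: median channel GFP fluorescence of the barcoded RPL19A-GFP strain; ratio of sample median GFP to plate DMSO average so 100% = DMSO; lower means less RPL19A-GFP as with rapamycin TOR inhibition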
* = called active by the depositor; i = inactive; / = not tested or not shown; [ ] = dose if it differs, or a comment.

1. Cc1ccc[n+](CC(=O)Nc2cc(C(F)(F)F)ccc2Cl)c1
2. CC(C(=O)N(C)C1CCS(=O)(=O)C1)N1C(=O)/C(=C/c2cccs2)SC1=S (stereo not drawn)
3. COc1nc(NCCC2=CCCCC2)nc(OC)n1
4. Cc1cccc(N2CCN(C(=O)c3ccncc3)CC2)c1C
5. CCN1/C(=C/c2ccc3ccc(C)cc3[n+]2CC)Sc2ccccc21
6. CC1CCCN(C(=O)c2ccc(COc3ccccc3Br)cc2)C1 (stereo not drawn)
7. Nc1cc(S(=O)(=O)Nc2ccc(Br)cc2)ccc1Cl
8. COc1ccc(CNC(N)=O)cc1OC

Compound,1,2,3,4,5,6,7,8
MEP2 TOR yeast,101,102,103,94,351*[may fluoresce green],96,97,97
Yeast superoxide,105,108,94,102,113,104,75,97
CIT2-GFP yeast,96,99,94,89,337*[may fluoresce green],90,106,110
AHR activator,0,-1,9,4,5,2,0,7
AGP1-GFP MLPCN,100,90,104,101,125[may fluoresce green],93,98,103
Efflux pump mplx,0.0,0.0,0.0,0.0,3.9,0.0,-0.1,-0.1
LAP4 TOR yeast,100,86,106,106,319*[may fluoresce green],94,96,97
RPL19A TOR yeast,97,91,98,95,126[may fluoresce green],95,93,98

Results in AGP1-GFP MLPCN, Efflux pump mplx and AHR activator, for 5 of the compounds above:
nr | compound | AGP1-GFP MLPCN | Efflux pump mplx | AHR activator
2 | CC(C(=O)N(C)C1CCS(=O)(=O)C1)N1C(=O)/C(=C/c2cccs2)SC1=S (stereo not drawn) | 90 | 0.0 | -1
5 | CCN1/C(=C/c2ccc3ccc(C)cc3[n+]2CC)Sc2ccccc21 | 125[may fluoresce green] | 3.9 | 5
6 | CC1CCCN(C(=O)c2ccc(COc3ccccc3Br)cc2)C1 (stereo not drawn) | 93 | 0.0 | 2
3 | COc1nc(NCCC2=CCCCC2)nc(OC)n1 | 104 | 0.0 | 9
7 | Nc1cc(S(=O)(=O)Nc2ccc(Br)cc2)ccc1Cl | 98 | -0.1 | 0

Additional results follow.
9. Cc1ccc(Cn2c(=O)n(Cc3ccco3)c(=O)c3ccccc32)cc1
10. COc1ccc(CCNC(=O)CS(=O)Cc2nc(-c3ccc(C)cc3)oc2C)cc1OC (stereo not drawn)
11. NC(=O)c1ccc(NC(=O)COC(=O)c2cc3c(s2)CCC3)cc1
12. COc1cc(OC)c(CN2CCC(CO)(CCOc3ccccc3)CC2)c(OC)c1
13. CCNC(=O)COC(=O)c1csc2c1CCCC2
14. Cc1ccc(-c2csc(NC(=O)c3cccc(N4C(=O)CCC4=O)c3)n2)o1
15. COC(=O)C1=C(CSCc2ccccc2)NC(=O)NC1c1cc(C)ccc1C (stereo not drawn)
16. Cc1noc(C)c1COc1ccc2ccc(=O)oc2c1

Compound,9,10,11,12,13,14,15,16
MEP2 TOR yeast,100,98,103,108,90,100,107,93
Yeast superoxide,101,108,85,93,96,93,86,137
CIT2-GFP yeast,99,97,95,105,74,99,103,83
AHR activator,1,1,1,2,-1,38,-4,-1
AGP1-GFP MLPCN,99,101,94,98,87,103,102,90
Efflux pump mplx,0.1,-0.1,0.0,-0.1,2.0,-0.1,0.1,0.1
LAP4 TOR yeast,101,97,95,100,112,95,95,95
RPL19A TOR yeast,102,98,95,104,96,101,106,94

17. O=C(CCc1ccc(S(=O)(=O)N2CCOCC2)cc1)Nc1ccc2c(c1)OCCO2
18. Cc1oc(-c2ccccc2Cl)nc1CS(=O)(=O)CC(=O)NCCc1ccccc1
19. Cc1noc(C)c1COc1ccccc1C(=O)N(C)CC(=O)Nc1ccc(Cl)c(Cl)c1
20. O=C(NC1CCCC1)c1cccc(Cl)c1
21. Cc1cc(C)nc(NC(=O)c2c(Cl)cccc2Cl)n1
22. O=C(O)CCCCCNC(=O)c1ccccc1
23. Cc1csc(NC(=O)c2ccccc2O)n1
24. ON(Cc1c(F)cccc1Cl)Cc1c(F)cccc1Cl

Compound,17,18,19,20,21,22,23,24
MEP2 TOR yeast,99,111,97,97,101,105,99,92
Yeast superoxide,111,82,119,99,89,98,85,91
CIT2-GFP yeast,102,124,89,107,93,105,89,96
AHR activator,5,-1,2,3,12,-1,15,-2
AGP1-GFP MLPCN,100,109,93,101,94,96,91,98
Efflux pump mplx,0.0,-0.1,0.2,0.0,-0.7,-0.1,0.0,-0.2
LAP4 TOR yeast,96,113,96,98,97,97,97,98
RPL19A TOR yeast,98,101,88,107,91,99,90,95

25. CCOC(=O)C1CC(c2ccc(Cl)cc2)=NNC1=O (stereo not drawn)
26. CC(NC(=O)c1cccs1)c1ccccc1 (stereo not drawn)
27. CCOc1ccc(N2C(=O)C(CC(=O)Nc3ccc(F)cc3)N(Cc3ccccn3)C2=S)cc1 (stereo not drawn)
28. COCc1ccc(CN2CCC(n3nccc3NC(=O)C(OC)c3ccccc3)CC2)o1 (stereo not drawn)
29. c1ccc(-c2ncnc3nc4n(c23)CCC4)cc1
30. CC(=O)Nc1ccc(C(=O)OCCC(C)C)cc1
31. COc1ccc2c(C)cc(N3CCN(Cc4ccccc4)CC3)nc2c1
32. O=C(CNC(=O)c1ccccc1Cl)c1ccccc1

Compound,25,26,27,28,29,30,31,32
MEP2 TOR yeast,97,109,96,101[may fluoresce green],98,102,101,112
Yeast superoxide,103,i,89,108,87,108,91,102
CIT2-GFP yeast,87,97,90,100[may fluoresce green],98,78,95,104
AHR activator,-1,-1,2,-1,3,2,0,-1
AGP1-GFP MLPCN,98,115,102,99[may fluoresce green],100,80,92,104
Efflux pump mplx,-0.1,0.0,0.0,1.2,0.0,0.0,0.0,0.1
LAP4 TOR yeast,109,128,90,103[may fluoresce green],96,102,99,109
RPL19A TOR yeast,96,103,96,103[may fluoresce green],104,94,103,106

33. O=C1CN(C(=O)CSc2nncn2-c2ccccc2)c2ccccc2N1
34. Cc1c(Cl)cccc1N1C(=O)CC(NNC(=O)c2cccs2)C1=O (stereo not drawn)
35. Cc1ccc(SCCC(=O)Nc2ccccc2C(=O)N2CCOCC2)cc1
36. COc1ccc(N2CCN(C(=O)c3cccc(N4C(=O)C5CC=CC(C)C5C4=O)c3)CC2)cc1 (stereo not drawn)
37. COc1ccc(S(N)(=O)=O)cc1C(=O)NCC1(N2CCCCC2)CCCCC1
38. COc1cccc(CN(C)C(=O)c2ccc3c(=O)n4c(nc3c2)CCC4)c1OC
39. Cc1ccc(S(=O)(=O)N2CCN(C(=O)C3CC3C)CC2)c(C)c1 (stereo not drawn)
40. O=C(c1ccc(Br)o1)N1CCN(Cc2ccc3c(c2)OCO3)CC1

Compound,33,34,35,36,37,38,39,40
MEP2 TOR yeast,102,101,103,110,102,90,105,104
Yeast superoxide,87,95,103,85,87,98,94,84
CIT2-GFP yeast,104,99,96,111,95,97,99,103
AHR activator,1,1,2,0,2,4,0,1
AGP1-GFP MLPCN,102,98,97,114,99,94,117,102
Efflux pump mplx,0.1,0.0,0.6,-0.1,-0.1,-0.1,0.1,0.2
LAP4 TOR yeast,101,106,90,110,94,84,125,111
RPL19A TOR yeast,102,99,98,107,100,78,108,101

41. CCOC(=O)C1=C(C)NC(C)=C(C(=O)OCC)C1c1cccc(C)n1
42. COc1ccccc1N1CCN(CCN2C(=O)C3CCCN3C2=O)CC1 (stereo not drawn)
43. O=C(CSc1ccccn1)Nc1cccc(S(=O)(=O)N2CCCC2)c1
44. COc1ccc(S(=O)(=O)N2CCN(C(=S)NC3CCCCC3)CC2)cc1
45. CCOc1cc(/C=C2\C(=O)ON=C2c2ccccc2)cc(Br)c1O
46. Cc1cccc(C(=O)NCc2nnc3c4ccccc4c(-c4ccccc4)nn23)c1
47. Cc1c(CCO)c(=O)n(C)n1C(=O)c1ccc(Cl)cc1
48. COc1ccc(NC(=O)Cc2ccc(Cl)cc2)cc1NC(=O)c1ccco1

Compound,41,42,43,44,45,46,47,48
MEP2 TOR yeast,87,104,94,94,88,93,99,95
Yeast superoxide,101,84,152,88,88,134,102,103
CIT2-GFP yeast,113,98,91,88,119,96,96,98
AHR activator,-5,1,0,0,3,0,0,8
AGP1-GFP MLPCN,113,93,99,93,83,96,97,95
Efflux pump mplx,0.0,0.1,0.2,0.1,0.0,0.0,0.0,-0.1
LAP4 TOR yeast,101,88,105,95,135,95,100,97
RPL19A TOR yeast,95,104,97,88,88,109,99,99

49. CCN(CC)c1ccc(C(=O)Nc2ccccc2)cc1[N+](=O)[O-]
50. O=C(Nc1ccc(C(=O)N2CCCC2)cc1)c1ccccc1F
51. Cc1ccc(S(=O)(=O)N2CCN(C(=O)CN3CCc4ccccc4C3)CC2)cc1
52. C/C(=N\NC(=O)CN(c1ccc(Oc2ccccc2)cc1)S(C)(=O)=O)C(C)(C)C
53. O=C(NNC(=O)c1cccc(-n2cccc2)c1)c1ccc(F)cc1
54. CCOc1ccc(C(=O)NCC(=O)N2CCCC2)cc1
55. Cc1nnc(SCC(=O)NCc2ccco2)n1-c1ccc(F)cc1
56. COc1ccc(OCC(=O)Nc2cccc3ncccc23)cc1

Compound,49,50,51,52,53,54,55,56
MEP2 TOR yeast,84,98,102,108,98,115,100,103
Yeast superoxide,101,89,87,94,100,96,103,108
CIT2-GFP yeast,80,108,107,102,95,102,96,103
AHR activator,53*,-1,0,0,-2,1,0,12
AGP1-GFP MLPCN,/,112,110,106,103,104,/,99
Efflux pump mplx,-0.1,0.0,0.0,0.1,0.0,0.0,0.2,0.0
LAP4 TOR yeast,103,100,101,93,100,115,97,101
RPL19A TOR yeast,81,106,104,106,93,106,96,98

57. CCCc1cn(S(=O)(=O)c2ccc(OC)cc2OC)nc1N
58. CN(C)CCOc1ccc2c(c1)Sc1ccccc1CC2=O
59. COc1ccccc1N(C)S(=O)(=O)c1ccc(C(=O)N2CCC(C(N)=O)CC2)cc1
60. COc1ccc(S(=O)(=O)N2CCC(C(=O)NC(c3nc4ccccc4[nH]3)C(C)C)CC2)cc1 (stereo not drawn)
61. CCN(CC)S(=O)(=O)c1ccc(OC)c(NC(=O)CC2CCCC2)c1
62. Cc1ccc(NS(=O)(=O)c2ccc(C)c(NC(=S)NCCN3CCOCC3)c2)c(C)c1
63. CC(=O)c1ccc(NC(=S)NCCCn2ccnc2)cc1
64. O=C(Nc1cccc(C(F)(F)F)c1)c1cccnc1

Compound,57,58,59,60,61,62,63,64
MEP2 TOR yeast,95,119,97,93,104,95,100,104
Yeast superoxide,103,104,108,87,93,78,89,91
CIT2-GFP yeast,99,91,97,86,94,99,96,110
AHR activator,41,9,4,3,1,-1,11,56*
AGP1-GFP MLPCN,95,100,99,93,87,100,92,106
Efflux pump mplx,0.0,-0.3,0.0,-0.2,0.3,-0.1,0.1,0.1
LAP4 TOR yeast,100,108,91,100,83,96,93,108
RPL19A TOR yeast,94,99,98,96,91,103,99,/

Brought forward from above: 2 entries; new compounds follow.
63. CC(=O)c1ccc(NC(=S)NCCCn2ccnc2)cc1
64. O=C(Nc1cccc(C(F)(F)F)c1)c1cccnc1
65. Cc1ccc2nc(SCC(=O)Nc3cc(C)on3)nc(=O)n2c1
66. COC(=O)Cc1[nH]n(-c2nc3ccccc3s2)c(=O)c1C(C)=Nc1ccc(Cl)cc1
67. CCCCOc1cc(NCc2ccccc2)c2ncn(C(C)C)c2c1
68. CC1(C2CC2)NC(=O)N(CC(=O)Nc2ccccc2-c2ccccc2)C1=O (stereo not drawn)
69. c1ccc(-n2ncc3c2ncn2cnnc32)cc1
70. CCOc1ccc2nc(NC(=O)C3CCN(S(=O)(=O)c4cnc[nH]4)CC3)sc2c1

Compound,63,64,65,66,67,68,69,70
MEP2 TOR yeast,100,104,102,105,100,98,105,94
Yeast superoxide,89,91,104,109,113,83,106,113
CIT2-GFP yeast,96,110,102,95,102,98,104,112
AHR activator,11,56*,0,5,3,2,10,3
AGP1-GFP MLPCN,92,106,103,105,101,102,99,111
Efflux pump mplx,0.1,0.1,-0.1,0.2,-0.1,-0.1,-0.2,0.0
LAP4 TOR yeast,93,108,108,102,109,96,98,105
RPL19A TOR yeast,99,/,99,102,95,98,97,82

Screening data from PubChem BioAssay.
